# Screening data as filed in PubChem.
# ST2 inh: inhibitors of human ST2 (IL1RL1) binding to IL-33; inhibition, % for hits at 17 µM; AlphaLISA ST2-Fc/biotin-IL-33 interaction, 1 h; 2.3% of 78,000 active; Q01638; in the data active = inhibition above about 30%; inconclusive = mostly about 10% to 28%
# Target sequence (Q01638 whole entry, looked up): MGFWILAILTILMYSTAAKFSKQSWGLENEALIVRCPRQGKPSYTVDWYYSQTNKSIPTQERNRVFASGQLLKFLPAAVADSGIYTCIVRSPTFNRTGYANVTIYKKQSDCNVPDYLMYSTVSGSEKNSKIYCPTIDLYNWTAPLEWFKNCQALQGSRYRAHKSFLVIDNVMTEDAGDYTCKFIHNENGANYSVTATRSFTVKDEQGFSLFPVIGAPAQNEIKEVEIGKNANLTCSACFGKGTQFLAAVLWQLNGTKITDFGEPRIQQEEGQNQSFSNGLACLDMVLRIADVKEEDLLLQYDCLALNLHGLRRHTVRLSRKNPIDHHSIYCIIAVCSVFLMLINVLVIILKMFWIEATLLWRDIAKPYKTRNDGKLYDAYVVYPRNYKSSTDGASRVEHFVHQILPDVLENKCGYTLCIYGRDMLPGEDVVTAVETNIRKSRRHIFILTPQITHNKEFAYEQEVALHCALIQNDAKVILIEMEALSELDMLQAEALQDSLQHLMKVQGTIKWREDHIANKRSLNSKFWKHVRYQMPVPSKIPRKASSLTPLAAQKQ
# The depositor's hits bear a star; i = inactive; ? = inconclusive.
mol,ST2 inh
COc1ccc(C(=O)O/N=C2\c3ccccc3-c3nc4ccccc4nc32)cc1,i
CC(=O)c1ccccc1-c1cc(C(=O)O)cc(S(=O)(=O)N2CCCCCC2)c1,?
CCc1cc2c(=O)c(Oc3ccccc3)c(C)oc2cc1O,i
C=CCN1CC(C(=O)NCc2cc(C)cc3c(C)c(C)[nH]c23)CCC1=O (stereo unspecified),?
COc1ccccc1C(=O)N1CCN=C1SCc1ccc(Br)cc1,i
CCCC1COCCN1C(=O)CCc1c[nH]c2ccccc12 (stereo unspecified),?
O=C(O)C1(CCCc2ccccc2)CCN(Cc2cccnc2)CC1,i
OCc1ccc(CN2CCCCC2CN2CCOCC2)o1 (stereo unspecified),i
COc1cc([N+](=O)[O-])ccc1NC(=O)c1cc(Cl)ccc1OC,i
CC(=O)N1CCN(C[C@@H]2C=C(C)[C@H](Cc3nnc(-c4cccnc4)o3)C[C@H]2C(C)C)CC1,?
Brc1ccc(CN2CCN(c3ccccn3)CC2)o1,?
O=C(CCc1ccco1)NCc1cccnc1-n1cnc2ccccc21,i
CCOC(=O)c1cn(CC)c2ccc(Br)cc2c1=O,i
COc1ccc2nc3oc(C(=O)NCCN4CCOCC4)cc3cc2c1,i
Fc1ccc(Cn2ncc3c2CN(c2nc4ccccc4o2)C3)cc1,i
CCCCn1c(C(C)NC(=O)C(C)(C)C)nc2ccccc21 (stereo unspecified),?
O=[N+]([O-])c1cc([N+](=O)[O-])c(-n2ccnc2)nc1-n1ccnc1,i
COc1ccc(-c2cn3cccnc3n2)cc1Br,i
O=C(COc1cc(=O)n2c(n1)SCCC2)c1ccccc1,64.0%*
COc1ccc(OC2CCN(C3CCCC3)CC2)c(C(=O)N2CCC[C@H]2CO)c1,i
O=C1c2ccccc2C(=O)c2cc(S(=O)(=O)Nc3cccc(C(F)(F)F)c3)ccc21,?
CCOc1cc(C(=O)NCCC2=CCCCC2)cc(OCC)c1OCC,i
O=C(Nc1ccc(Br)cc1)c1cc(=O)c2ccccc2o1,i
Cc1ccccc1Cn1cc(NC(=O)c2noc3c2CC(C(C)(C)C)CC3)cn1 (stereo unspecified),i
O=C(NCc1ccc(Cl)cc1)c1ccncc1,i
CCOc1ccc(C2Nc3ccccc3NC3=C2C(=O)CC(C)(C)C3)cc1OC(C)=O (stereo unspecified),i
Cc1ccc(S(=O)(=O)CCC(=O)O)cc1,i
N#Cc1nc(COc2ccc(Cl)cc2)oc1N1CCN(Cc2ccccc2)CC1,57.0%*
CN(C)C(=O)c1ccc2c(c1)N(C)C(CC(=O)NCCc1ncnn1C)CO2 (stereo unspecified),i
CCC(=O)Nc1ccc2nc(C)[nH]c2c1,?
COc1cccc2c(=O)c(CN(CC(C)C)CC(C)C)c(C)[nH]c12,i
COc1ccc(S(=O)(=O)N=C2C=C(Nc3ccc(C)cc3)C(=O)c3ccccc32)cc1,92.0%*
Cc1ccc2nc(CN(C)C(=O)C(C)n3ccnc3C(C)C)[nH]c2c1 (stereo unspecified),i
CN1[C@@H](CCC(=O)N2CCCC2)CNC(=O)[C@@H]2[C@H]1CCN2C1CCCCC1,?
C=CCN(Cc1ccccc1C)C(=O)Cn1cnc2ccsc2c1=O,i
NS(=O)(=O)c1ccc(NC(=O)c2ccccc2Cl)cc1,i
N#Cc1nc(COc2ccccc2F)oc1N1CCCCC1,53.0%*
COc1ccc(C2N(c3ccc(OC)c(Cl)c3)C(=O)C3CCCN32)cc1 (stereo unspecified),?
Brc1ccc(CN2CCc3ccccc3C2)o1,i
CC1CCCCC1NC(=O)C1CCN(S(=O)(=O)c2cccc3cccnc23)CC1 (stereo unspecified),?
O=C1Nc2ccccc2S/C1=C\C(=O)N1CCN(c2ccccn2)CC1,i
Cc1c(C)n(CC(O)CNc2ccccc2)c2ccccc12 (stereo unspecified),?
CCOc1ccc(CN2CCOC3(CNCCOC3)C2)cc1CO (stereo unspecified),i
COc1cc([N+](=O)[O-])ccc1NC(=O)C1CCCO1 (stereo unspecified),i
COc1ccc(NS(=O)(=O)c2cccc(C(=O)Nc3cccc(C(=O)O)c3)c2)cc1,i
O=C(CCC1CCCN(C23CC4CC(CC(C4)C2)C3)C1)Nc1ccccc1F (stereo unspecified),i
CCCCN(C)CCNC(=O)CSc1cc(=O)n(C)c2ccccc12,i
CC#CCN(Cc1ccco1)C(=O)CC(=O)Nc1ccc(C)cc1C,i
COc1ccc(C2C(C#N)=C(N)OC3=C2C(=O)CCC3)c(OC)c1 (stereo unspecified),i
Cc1ccc(NS(=O)(=O)c2ccc([N+](=O)[O-])cc2)c(C)c1,i

# Next section:
mol,ST2 inh
COc1ccc(Cl)cc1N(CC(=O)Nc1ccc(C)cc1C)S(C)(=O)=O,i
CS(=O)(=O)N1CCCC(CNC(=O)Cc2ccccn2)C1 (stereo unspecified),i
C=C(C)[C@@H]1CC[C@]2(C(=O)O)CC[C@]3(C)[C@H](CCC4[C@@]5(C)CCC(=O)C(C)(C)C5C(O)C[C@]43C)C12 (stereo partly specified),?
O=C(NCc1ccco1)c1noc2c1CCCCC2,?
Cc1cc(C)n(C)c(=O)c1C(=O)N(Cc1ccccn1)CC1CCCO1 (stereo unspecified),?
COCCn1cc(C(=O)NCCN2CCOCC2)c2c3ccccc3n(C)c2c1=O,i
Cc1cc(C)n(C(C)Cn2cnc(-c3ccccc3)c2-c2nccn2C)n1 (stereo unspecified),i
CC1CCN(CCOCCOc2cccc(Br)c2)CC1,i
Cc1cccc(C(=O)Nc2cccc(Cl)c2)c1,i
CN(C)CCNC(=O)c1ccc2c(c1)N(Cc1ccccc1)C(=O)CS2,i
C=CCc1cc(C)ccc1OCCCCn1ccnc1,?
CN(C(=O)CCc1nc(-c2ccccc2F)no1)c1ccccc1F,i
O=C(Cc1ccccc1)N1CCN=C1SCc1ccccc1F,i
CCC1CN(C(=O)Cn2nc(C)cc2N)CCC(=O)N1Cc1ccccc1 (stereo unspecified),?
CC1=NN(c2ccccc2)C(=O)/C1=C\c1ccc(OCc2ccccc2)cc1,32.0%*
COc1ccc(Nc2nc(-c3nnc(-c4ccc(C)cc4)o3)nc3ccccc23)cc1Cl,i
Cc1nc(N2CCCC(C(=O)NCCC3=CCCCC3)C2)nc2cc(S(C)(=O)=O)ccc12 (stereo unspecified),i
N=C(N)SCCc1cnc[nH]1,i
COc1ccc(NS(=O)(=O)c2ccc3oc4ccccc4c3c2)cc1OC,?
Cc1ccc(C2(O)CCN(S(=O)(=O)c3cn(C)cn3)CC2)nc1,?

# Structures from the list above containing bromine:
mol,ST2 inh
COc1ccccc1C(=O)N1CCN=C1SCc1ccc(Br)cc1,i
Brc1ccc(CN2CCN(c3ccccn3)CC2)o1,?
CCOC(=O)c1cn(CC)c2ccc(Br)cc2c1=O,i
COc1ccc(-c2cn3cccnc3n2)cc1Br,i
O=C(Nc1ccc(Br)cc1)c1cc(=O)c2ccccc2o1,i
Brc1ccc(CN2CCc3ccccc3C2)o1,i
CC1CCN(CCOCCOc2cccc(Br)c2)CC1,i

# Reprinted at random: 2 entries already listed
mol,ST2 inh
C=CCc1cc(C)ccc1OCCCCn1ccnc1,?
CC1=NN(c2ccccc2)C(=O)/C1=C\c1ccc(OCc2ccccc2)cc1,32.0%*

# The list continues:
mol,ST2 inh
CCOC(=O)N1CCC(NC(=O)CCN2Cc3cc(Cl)ccc3OC(C)C2)CC1 (stereo unspecified),?
Cc1ccc(C(C)C)c(OCC(=O)NN)c1,i
O=C(NC12CC3CC(CC(C3)C1)C2)c1ccc2c(c1)OCO2,i
CC/C=C(\C)c1c(-c2ccccc2)ncn1Cc1nc(COC)no1,i
CS(=O)(=O)N1Cc2ccccc2CC1C(=O)NC1CCCCCCC1 (stereo unspecified),i
CC1CC2C3CCC4=CC(=O)C=C[C@]4(C)[C@@]3(F)[C@@H](O)C[C@]2(C)[C@@]1(O)C(=O)CO (stereo partly specified),i
CC1(c2ccccc2NC(=O)c2ccc([N+](=O)[O-])cc2)CC1,30.0%*
Cn1nnc(-c2ccc(C(=O)Nc3cnc4n3CCCC4)cc2)n1,?
COc1ccc(-c2cc(=O)c3cc(O)ccc3o2)cc1,i
O=C1c2ccccc2C(=O)c2c(NC(=O)c3c(F)cccc3F)cccc21,i
Cc1nc2c(cnn2-c2ccccc2Cl)c(=O)n1-c1ccc(C(C)C)cc1,i
N=S(=O)(O)Cc1noc2ccccc12,i
Cc1ccc(C(=O)N[C@H]2CO[C@H]3[C@@H]2OC[C@@H]3n2cc(-c3ccccc3)nn2)cc1,i
O=c1c2ccccc2ncn1CCOCCOc1cccc(Br)c1,i
Cc1cc(C(F)(F)F)nc(CCNC(=O)CC2COCCN2)n1 (stereo unspecified),i
COc1ccc(NC(=O)COc2ccc(Cl)c(C)c2)cc1OC,i
Cc1cc([N+](=O)[O-])nn1CCCC(=O)Nc1cc(Oc2ccccc2)cc([N+](=O)[O-])c1,?
O[C@@H]1CN(c2nnnn2-c2ccccc2)CC[C@H]1c1ccc2c(c1)OCO2,i
CCSc1nc2c(c(=O)[nH]1)C(c1cccc(Br)c1)C1=C(CCCC1=O)N2 (stereo unspecified),i
COCCCNC(=O)CSc1cc(=O)n(C)c2cc(Cl)ccc12,i
COc1cccc(CN2CCN(Cc3ccc(-n4cccn4)cc3)CC2=O)c1,i
C=CCn1c(=N)n(CC(O)COc2ccccc2)c2ccccc21 (stereo unspecified),i
CC1=C(C(=O)Nc2cccnc2)C(c2ccc(OCc3ccccc3)cc2)n2ncnc2N1 (stereo unspecified),i
O=C(NC1CCCCCC1)C1CCN(C(=O)Cc2ccccc2)CC1,i
Cc1cc(=O)[nH]c(Nc2nc3ccccc3o2)n1,i
CC(C)c1ncc(C(=O)N2CCCC3(C2)C(=O)Nc2ccccc23)c(=O)[nH]1 (stereo unspecified),?
COc1cccc(CC2(CO)CCN(S(=O)(=O)N(C)C)CC2)c1,i
O=C(c1cn(-c2ccccc2)nn1)N1CCCCC1CCn1cccn1 (stereo unspecified),i
COc1cc(C(Nc2ccccn2)c2ccc3cccnc3c2O)cc(Br)c1OC (stereo unspecified),?
O=C(CCCOc1ccc(Cl)cc1)Nc1cccc([N+](=O)[O-])c1,i
N#CC(OC(=O)c1ccccc1)c1ccccc1 (stereo unspecified),?
O=C(NCCN1CCCC1)C1CCN(S(=O)(=O)N2CCCCC2)CC1,i
CC(C)OCC1CC(CCC(=O)Nc2ccc([N+](=O)[O-])cc2)C(=O)O1 (stereo unspecified),i
CN(CCCSc1ccccc1)Cc1cc2ccc(F)cc2[nH]c1=O,?
CCc1ccc(N2CSC3=C(C#N)C(c4cc(OC)ccc4OC)CC(=O)N3C2)cc1 (stereo unspecified),i
Cc1ccc(CCNC(=O)c2cccn2-c2nnc(N3CCCCC3)s2)cc1,i
CSc1ccc(-c2nc(C(N)=O)c3c(n2)n(-c2ccc(C)c(C)c2)c(=O)n3Cc2ccccc2)cc1,i
CC(C)c1cc(CN(C)C(=O)c2cnn3ccn(C)c23)on1,i
Cc1ccc(C)c(OCc2cc(C(=O)N(C)Cc3ccc(-n4cccn4)cc3)no2)c1,i
COc1cc2c(C(=O)N3CCCC3)cn(C)c(=O)c2cc1OC,i
CN(Cc1nc(-c2ccccc2)no1)C(=O)c1ccc(CO)o1,i
O=C1CSC(c2cccc(Cl)c2Cl)N1c1ccccn1 (stereo unspecified),i
Cc1cccnc1NCC(O)COc1ccccc1 (stereo unspecified),i
N#CC1=C(Nc2ccc(Br)cc2)CCC1,i
O=C1c2cccnc2C(=O)N1Cc1ccco1,i
CC(=O)C1=NN(c2ccccc2)C2C(=O)N(c3ccc(Cl)cc3)C(=O)C12 (stereo unspecified),i
O=S(=O)(Nc1ccc(Cl)cc1)c1ccc(F)cc1,i
COc1ccc(CNC(=O)C2CCCN2c2nnc(N3CCCC3=O)s2)cc1OC (stereo unspecified),i
COc1ccc2nc(N3CCN(c4ccccc4)CC3)sc2c1,i
Cc1noc(C)c1C(=O)N1CCC2(CC1)CN(CC1CCOC1)CCN2C (stereo unspecified),i

# The results go on:
mol,ST2 inh
Cc1ccccc1CN1C(=O)CSc2ccc(C(=O)NC(C)c3ccccc3)cc21 (stereo unspecified),i
CN(C/C=C/c1ccccc1)c1nccc(N2CCC(O)C2)n1 (stereo unspecified),i
CC(C)CN(CC#Cc1ccccc1)C(=O)C(C)N1CCN(C)CC1 (stereo unspecified),i
Cc1ccc(N2CCn3c2nc2c3c(=O)n(Cc3ccccc3F)c(=O)n2C)cc1,i
CCCCOc1ccc(C(=O)Nc2cc(N3CCCS3(=O)=O)ccc2OC)cc1,?
COc1ccc(Nc2cc(C)nc(N3CCN(S(=O)(=O)c4cc(C(C)(C)C)ccc4OC)CC3)n2)cc1,?
CCOc1cc2c(cc1OCC)C1C(C(=O)N3CCCCC3)c3ccccc3C(=O)N1CC2 (stereo unspecified),i
CC(C)(C)CN1CC[C@H](c2nnc(-c3cccnc3)o2)C1,i
O=C1c2ccccc2C(Nc2ccc3c(c2)OCCO3)N1Cc1ccccc1 (stereo unspecified),?
C=CCn1c2ccccc2c2nnc(SCC(=O)Nc3ncccn3)nc21,i
COc1cccc(Cn2c(CNS(=O)(=O)c3ccc(C(C)C)cc3)nc3cccnc32)c1,i
Cc1ccc(S(=O)(=O)N2CCN(Cc3ccccc3Cl)CC2)cc1,i
Cn1c(OCc2ccc3c(c2)OCO3)nc2c1c(=O)n(Cc1ccccc1F)c(=O)n2C,i
COc1ccc(-c2cc(C(=O)Nc3ccc4c(c3)OCO4)no2)cc1OC,i

# These rows are one share of the data (hit frequency here may not be typical).
